# Compound activity: PubChem, several laboratories
# GPR7 antagonist = GPR7 receptor antagonists, primary screen, cell-based, fluorescence, single concentration; inhibition, % at 4.4 µM; Neuropeptides B/W receptor type 1 (Homo sapiens), P48145; 290,000 compounds, 1.1% hits; GPR7-expressing cells, fluorescence antagonist assay; in the data active = inhibition above about 16%, passing the limit was not always enough;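 note: cells stimulated with the agonist NPW; 0% = agonist with vehicle and 100% = vehicle without agonist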
# Target sequence (P48145 whole entry, looked up): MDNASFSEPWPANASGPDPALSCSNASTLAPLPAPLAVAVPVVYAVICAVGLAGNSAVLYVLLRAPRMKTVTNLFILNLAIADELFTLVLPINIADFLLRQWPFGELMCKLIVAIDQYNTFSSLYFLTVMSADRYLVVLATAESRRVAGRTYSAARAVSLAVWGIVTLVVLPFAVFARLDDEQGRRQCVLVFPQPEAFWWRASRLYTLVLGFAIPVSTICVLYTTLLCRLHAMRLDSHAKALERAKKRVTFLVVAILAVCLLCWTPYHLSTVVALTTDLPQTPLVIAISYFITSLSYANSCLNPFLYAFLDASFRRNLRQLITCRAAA
# PHOSPHO1 block = PubChem AID 1565; Phosphoethanolamine/phosphocholine phosphatase (Homo sapiens), Q8TCT1; recombinant PHOSPHO1, absorbance phosphatase assay; inhibition, % at 13.3 µM; 290,000 compounds, 1.1% hits; in the data active = inhibition above about 60%
# Target sequence (Q8TCT1 whole entry, looked up): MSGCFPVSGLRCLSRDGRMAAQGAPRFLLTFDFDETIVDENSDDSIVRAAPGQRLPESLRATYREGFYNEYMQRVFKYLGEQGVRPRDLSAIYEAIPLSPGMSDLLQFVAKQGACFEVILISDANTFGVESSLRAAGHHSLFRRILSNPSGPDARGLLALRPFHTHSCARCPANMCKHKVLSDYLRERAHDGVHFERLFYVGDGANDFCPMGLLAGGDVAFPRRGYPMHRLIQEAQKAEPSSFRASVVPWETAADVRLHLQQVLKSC
# FID counter = compounds displacing fluorescent DNA intercalator, primary screen, artefact control for HCV NS3 helicase inhibitor project, biochemical, FID fluorescence; DNA fluorescent intercalator displacement; inhibition, % at 7.9 µM; 290,000 compounds, 0.17% hits; AID 1845, 2009; in the data active = inhibition above about 37%;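 note: 0% = vehicle and 100% = reference compound; higher means more ethidium bromide displaced from hairpin DNA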
# MEKK2mut PB1 HTS = MEK5 binding signal on mutant MEKK2 PB1, primary screen, biochemical, multiplex bead flow cytometry, Alexa488-MEK5 | percent response, % at 10 µM | AID 1530, 2009 | Alexa488-MEK5 binding to MEKK2 mutant | 290,000 compounds, 0.35% hits; in the data active = percent response above about 24%, passing the limit was not always enough; note: inactives centre near 1; some results filed as inactive read as strong as hits; reference of the scale not given here
# OXTR ag = human OXTR agonists, primary screen, fluorescence, CHO-OTR cells, Fluo-8 calcium | 320,000 compounds, 0.32% hits | activation, % at 3 µM | Oxytocin receptor (Homo sapiens), P30559 | Fluo-8 calcium fluorescence; normalized: DMSO 0%, oxytocin 100%;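 active = activation above the mean of all tested compounds plus 3 SD, cutoff set per screening run, cut at about 20% in these data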;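 note: peak over basal fluorescence ratio from a 100 s FLIPR kinetic read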
# Target sequence (P30559 whole entry, looked up): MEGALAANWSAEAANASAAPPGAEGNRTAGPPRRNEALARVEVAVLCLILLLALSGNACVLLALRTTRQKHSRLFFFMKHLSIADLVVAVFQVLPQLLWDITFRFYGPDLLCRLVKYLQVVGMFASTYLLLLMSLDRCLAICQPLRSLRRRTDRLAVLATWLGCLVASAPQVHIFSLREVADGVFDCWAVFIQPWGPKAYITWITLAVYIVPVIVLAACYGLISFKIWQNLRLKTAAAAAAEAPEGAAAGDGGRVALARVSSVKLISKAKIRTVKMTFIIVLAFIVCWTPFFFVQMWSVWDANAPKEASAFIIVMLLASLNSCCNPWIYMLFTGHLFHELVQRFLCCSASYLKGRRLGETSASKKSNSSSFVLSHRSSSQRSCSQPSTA
# NALP1 yeast inh = NALP1 inflammasome inhibitors in reconstituted yeast, colorimetric, S. cerevisiae, triplicate retest; S. cerevisiae NALP1/ASC/caspase-1 growth, X-gal OD620, 72 h; AID 2071, 2009; 280,000 compounds, 0.61% hits; inhibition, % at 10 µM; in the data active = inhibition mostly above about 24%, no sharp cut-off; inactive = mostly below about 32%; note: some compounds called inactive have numbers as strong as hits
# M18AAP inhibitor = PfM18AAP inhibitors, malaria aminopeptidase, primary screen, biochemical, QFRET, recombinant enzyme; 290,000 compounds, 1.2% hits; inhibition, % at 7.35 µM; M18 aspartyl aminopeptidase (Plasmodium falciparum 3D7); AID 1822, 2009; H-Glu-NHMec fluorogenic cleavage;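 active = inhibition above the campaign mean inhibition over all tested compounds plus 3 SD, cut at about 28% in these data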;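 note: 0% = plate median of test compound wells and 100% = 2 mM ZnCl2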
# MEKK2wt PB1 HTS = modulators of MEK5 binding to wildtype MEKK2, primary screen, biochemical, multiplex bead flow cytometry, Alexa488-MEK5; binding response (% of control), % at 10 µM; Alexa488-MEK5 binding to MEKK2 WT; actives lie on both sides; 290,000 compounds, 1.1% hits; Mitogen-activated protein kinase kinase kinase 2 (Homo sapiens), Q9Y2U5; AID 1531, 2009; in the data active = binding response below about 67% or above about 130%
# MEKK3 PB1 HTS = modulators of MEKK3-MEK5 PB1 binding, primary screen, biochemical, wildtype MEKK3, multiplex bead flow cytometry, Alexa488-MEK5; 290,000 compounds, 1.4% hits; bead-based flow cytometry, Alexa488-MEK5 binding to MEKK3; actives lie on both sides; 0 = blocked by unlabeled MEK5, 100 = vehicle; binding response (% of control), % at 10 µM; Mitogen-activated protein kinase kinase kinase 3 (Homo sapiens), Q99759; AID 1529, 2009;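 active = binding response more than 3 SD above or below the average of its plate-row segment, actives on both sides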;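 note: Alexa488 bead fluorescence after subtracting the streptavidin-only scavenger bead signal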
# * = called active by the depositor; . = no result given. An unsorted share of the library; 6.2% or so of the library scored in one or more.
SMILES,GPR7 antagonist,PHOSPHO1 block,FID counter,MEKK2mut PB1 HTS,OXTR ag,NALP1 yeast inh,M18AAP inhibitor,MEKK2wt PB1 HTS,MEKK3 PB1 HTS
CC1Sc2ccc(S(=O)(=O)N3CCC(C(=O)NCC(C)c4ccccc4)CC3)cc2NC1=O (stereo not given),6,15,-55,3,11,2,-5,103,100
COC(=O)C1=C(Cn2cnc3ccccc32)NC(=O)NC1c1cc(C)ccc1C (stereo not given),5,16,-30,8,0.2,11,4,104,104
C=C1CCC[C@]2(C)C[C@H]3OC(=O)C(CN(C)CC(OC)OC)[C@H]3CC12 (stereo not given in full),-6,.,-12,0,-1.0,-26,-4,99,101
COc1cc(C(C)=O)ccc1OCC(O)CNCC(O)c1ccccc1 (stereo not given),0,36,3,1,1.9,12,-9,104,97
COc1ccc(CCn2c(C)cc(C(=O)CSc3nc(N)cc(=O)[nH]3)c2C)cc1,-15,-80,-30,-6,-0.7,-2,9,101,98
Cc1ccc(Cl)cc1N1CCN(C(=O)c2ccc(CN3CCOCC3)cc2)CC1,-7,11,-15,6,3.3,8,7,107,106
Cc1cc2ncn(/N=C/c3ccc(-c4ccccc4)o3)c2cc1C,-8,6,0,-1,-0.8,14,-16,98,103
CCC(C)c1ccc(NC(=S)NN2CCOCC2)cc1 (stereo not given),4,-7,-4,8,1.8,18,-4,107,101
COC(=O)C1=C(C)Nc2nc3ccccc3n2C1c1ccccc1F (stereo not given),-13,36,-7,-1,-2.5,.,-12,99,101
CSc1ccccc1C(=O)NCc1ccc2c(c1)OCO2,0,4,-4,6,-0.1,20,-1,106,105
CC1Cc2ccccc2N1C(=O)CSc1nnc(Cn2nnc3ccccc32)n1C (stereo not given),-13,26,-19,-11,-0.9,-20,4,81,82
COc1ccnc(N=CNOCc2ccc(C)cc2)c1C#N,-3,18,-2,4,0.5,8,-12,107,103
C=CCN(CC=C)C(=O)C1CCN(Cc2ccc(OCc3ccccc3)cc2)CC1,7,5,13,5,8.4,23,2,117,104
COc1ccc2c(c1)C(C1C(=O)CCCC1=O)c1ccccc1O2 (stereo not given),-6,14,-3,-4,-0.4,32,0,102,101
CCOC(=O)c1ccc(N2CCOCC2)c(NC(=O)c2ccc3c(c2)OCO3)c1,2,43,-21,1,-1.2,-10,2,101,101
Cc1ccccc1CN1CCN(CC(=O)NCc2ccccc2)C1=O,-8,6,-16,-1,-0.1,6,4,95,96
CCOC(=O)n1c(=O)n(Cc2ccc(Cl)c(Cl)c2)c2ccccc21,-15,6,-7,2,-1.5,34,6,94,94
O=C(c1cnc2n(c1=O)CCS2)N1CCc2ccccc21,-11,0,2,12,0.8,27,0,113,110
CCn1c(CSc2nc3ccccc3s2)nnc1SCC(=O)c1ccc2c(c1)OCCO2,-18,.,-15,-3,-1.4,.,3,96,88
COCCn1c(SCc2ccc(OC)c(F)c2)nnc1-c1ccncc1,4,23,-13,4,0.8,19,-13,102,98
CC1CCCN(c2ccc3nncn3n2)C1 (stereo not given),-5,31,-4,8,1.3,11,-6,105,107
COc1ccc2nc(SCC(=O)NC(C)C)[nH]c2c1,-4,17,4,3,2.9,14,3,107,107
COc1cc2c(=O)n(CCC(=O)NCC3CCCO3)c(=O)n(CC(=O)Nc3ccc(C)cc3)c2cc1OC (stereo not given),-3,32,-34,-3,-0.6,4,2,99,102
Cc1ccnc(NS(=O)(=O)c2cc([N+](=O)[O-])ccc2C)c1,-3,-18,-2,-12,0.2,11,0,90,97
C=CCC(C(=O)OC)(C(=O)OC)c1ccc([N+](=O)[O-])cn1,-15,50,3,.,1.6,-8,-4,.,.
CN1/C(=C/C=C(/C#N)C(N)=O)C(C)(C)c2ccccc21,-9,40,-8,1,0.5,1,-9,103,105
COc1ccc(NC(=O)Cn2c(C(C)C)nc(C)cc2=O)cc1Cl,-11,4,-5,5,2.9,17,3,107,103
CCCOc1ccc(C2Nc3cccc4cccc(c34)N2)cc1,-10,19,-5,9,-1.6,13,23,106,101
Cc1ccc(C)c(C(=O)CSc2nc(C)cc(=O)[nH]2)c1,-8,29,-6,6,0.9,5,-9,107,99
CCN(CC)S(=O)(=O)c1ccc(Cl)c(C(=O)NC)c1,-6,-3,3,-4,1.6,8,5,98,97
CCOC(=O)N1CCC(n2c(SCC(=O)c3ccccc3)nc3ccsc3c2=O)CC1,-7,10,-5,3,-0.1,3,10,99,100
CCc1nnc(NS(=O)(=O)c2ccc(NC(=O)CCC(=O)OC)cc2)s1,-3,40,-2,13,1.1,2,-4,107,104
Cc1ccc(C(=O)NCCN2CCCC2)cc1,-12,-10,-3,4,-0.2,5,0,102,99
Cc1cccc(C(=O)O/N=C(/c2ccccc2)c2ccncc2)c1,-2,37,-11,5,-1.8,-2,-6,102,115
Cc1c(Br)c([N+](=O)[O-])nn1C(C)C(=O)Nc1ccc2c(c1)OCO2 (stereo not given),-1,51,7,-13,5.0,7,-4,84,81
CC1=C(C(=O)Nc2ccc(C(=O)NC(C)c3ccccc3)cc2)SCCO1 (stereo not given),-3,-47,-31,1,0.3,4,-8,101,101
O=C(Cc1ccccc1)c1c[nH]c(C(=O)NCCCN2CCOCC2)c1,-20,40,2,-8,-0.2,5,0,91,100
CC1CC(C)CN(C(=O)Cn2c(=O)n(CCCC(=O)NCc3ccco3)c(=O)c3sccc32)C1 (stereo not given),-8,28,-28,-3,3.8,4,-12,100,101
Cc1ccc(N(C)C2=NC(=O)CS2)cc1Cl,-19,19,-5,2,-0.2,14,1,102,102
CCOCC(=O)Nc1cc(C(=O)NCCc2ccccc2)ccc1Cl,11,5,5,-10,-2.7,-8,-1,95,97
COC(=O)Nc1nc(-c2ccccc2)c(C(=O)c2ccc(Cl)cc2)s1,-11,17,-2,-10,-2.1,-9,1,94,93
CN(C)CC(O)CN1C(=O)NC(C)(C)C1=O (stereo not given),-8,6,1,-10,1.3,0,-13,90,96
O=c1c([N+](=O)[O-])c(N2CCCCC2)c2ccccc2n1-c1ccccc1,-11,18,-2,6,-0.8,36*,-4,100,101
COc1ccc(-n2c(SCC(=O)N3CCCC3)nc3ccccc3c2=O)cc1,0,-22,1,-17,-0.2,-19,-8,91,94
COC(=O)[C@@]1(Cc2ccc(F)cc2)[C@@H]2[C@@H](CC(=O)[C@H]2CC(=O)C(=O)N(C)C)CN1C(=O)c1ccccc1,6,-1,-48,-5,0.1,31,6,96,85

# Single records, as listed above. Values in the order: GPR7 antagonist, PHOSPHO1 block, FID counter, MEKK2mut PB1 HTS, OXTR ag, NALP1 yeast inh, M18AAP inhibitor, MEKK2wt PB1 HTS, MEKK3 PB1 HTS
# CSc1ccccc1C(=O)NCc1ccc2c(c1)OCO2 across the screens: 0, 4, -4, 6, -0.1, 20, -1, 106, 105
# CN1/C(=C/C=C(/C#N)C(N)=O)C(C)(C)c2ccccc21 across the screens: -9, 40, -8, 1, 0.5, 1, -9, 103, 105

# (listing goes on)
SMILES,GPR7 antagonist,PHOSPHO1 block,FID counter,MEKK2mut PB1 HTS,OXTR ag,NALP1 yeast inh,M18AAP inhibitor,MEKK2wt PB1 HTS,MEKK3 PB1 HTS
COc1cc(OC)c(C(=O)OCC(=O)NC2CCCC2)cc1OC,-8,44,-16,7,0.2,4,-7,107,105
C/C(N)=C(/C#N)C(=O)COC(=O)c1ccccc1Oc1ccccc1,-18,34,-13,-6,2.1,-4,1,96,97
CCOc1cc(NC(=S)NCCCN2CCOCC2)c(OCC)cc1NC(=O)c1ccccc1,-2,-19,8,20,0.5,2,-1,122,100
Cc1cc(/C=C2\C(=N)N3C(SCc4ccccc4)=NSC3=NC2=O)c(C)n1Cc1ccccc1,-6,-14,3,-2,0.2,-4,0,86,95
O=C(Cn1c(C(F)(F)F)nc2ccccc21)Nc1ccccc1C(=O)O,-11,37,-5,-2,-1.4,-5,3,100,108
COc1ccc2c(Cl)c(C(=O)NCCc3ccc(S(N)(=O)=O)cc3)sc2c1,6,8,-6,10,3.8,24,-2,106,109
CC(=O)/C=C\c1cn(-c2ncc(C(F)(F)F)cc2Cl)c2ccccc12,-13,18,-9,0,-2.5,40,-4,98,93
O=C(c1ccncc1)N1CCN(C(=O)c2cccc3ccccc23)CC1,3,17,-19,2,0.2,-17,5,100,99
CCOC(=O)c1c(CN2CCC(C)CC2)n(C)c2cc(Br)c(OC)cc12,-13,46,0,-31,-2.6,.,-3,102,87
C=C(C)CNC(=S)N/N=C/c1c(F)cccc1F,-13,24,-11,-2,-2.8,24,-1,97,104
Cc1cc(S(=O)(=O)NCc2cccnc2)ccc1F,-3,40,-2,-1,-0.7,22,-2,101,95
COc1ccc(C(=O)Cn2c(Cl)nc3c2c(=O)n(C)c(=O)n3C)cc1,-14,33,-8,-6,2.5,-10,-9,91,90
COC(=O)CSc1nc2ncccc2[nH]1,-8,10,2,0,2.3,23,-9,99,99
CCOC(=O)N1CCN(C(=O)c2ccc3nc4ccsc4c(=O)n3c2)CC1,-6,6,1,.,-0.5,30,3,.,.
CCOC(=O)COc1ccc(/C=C2\NC(=S)N(CC)C2=O)cc1,1,-3,-5,-2,12,23,-2,92,96
Cc1ccc(S(=O)(=O)N/N=C/c2cc([N+](=O)[O-])ccc2O)cc1[N+](=O)[O-],-5,16,6,-3,0.3,3,9,100,102
CCC[n+]1c(C)sc2c3c(ccc21)CCCC3,11,-13,-12,5,-0.5,5,1,96,92
Cc1c2cnn(-c3ccccc3)c(=O)c2c(C)n1CCCC(=O)N1CCN(C)CC1,-5,17,2,6,-0.8,-21,7,116,102
Cc1ccccc1NC(=O)C1CCCN(S(=O)(=O)c2ccc3c(c2)C(C)(C)C(=O)N3C)C1 (stereo not given),8,0,-43,-4,-0.8,13,-1,94,97
Cc1onc(-c2ccccc2Cl)c1C(=O)Oc1cccc2cccnc12,-40,19,-4,1,-0.5,-20,-3,101,101
CC(C)COC(=O)Nc1nnc(SCCOc2ccccc2)s1,-6,52,-7,1,-1.3,33,-12,106,105
CCOC(=O)N1CCN(c2c(NCCCN(C)c3ccccc3)c(=O)c2=O)CC1,-18,26,-15,-4,1.2,-20,5,101,92
Cc1ccc(NC(=O)CCC(=O)NNC(=S)Nc2ccc(F)cc2)c(C)c1,-3,-127,-12,6,0.3,-35,11,100,106
Cc1ccccc1-c1nn(-c2ccc(F)cc2F)cc1CNCCCO,-8,-69,10,-7,0.0,20*,-5,92,94
COc1ccc(C(=O)Nc2nc3ccccc3c(=O)[nH]2)cc1,4,-20,-5,2,2.4,5,-5,99,95

# Seven compounds from above, ordered by the number in M18AAP inhibitor, falling.
smiles,M18AAP inhibitor
Cc1ccc(NC(=O)CCC(=O)NNC(=S)Nc2ccc(F)cc2)c(C)c1,11
Cc1ccc(S(=O)(=O)N/N=C/c2cc([N+](=O)[O-])ccc2O)cc1[N+](=O)[O-],9
CCOC(=O)N1CCN(c2c(NCCCN(C)c3ccccc3)c(=O)c2=O)CC1,5
CCC[n+]1c(C)sc2c3c(ccc21)CCCC3,1
Cc1ccccc1NC(=O)C1CCCN(S(=O)(=O)c2ccc3c(c2)C(C)(C)C(=O)N3C)C1 (stereo not given),-1
Cc1onc(-c2ccccc2Cl)c1C(=O)Oc1cccc2cccnc12,-3
CC(C)COC(=O)Nc1nnc(SCCOc2ccccc2)s1,-12
